# GLS inh: blocks human kidney-isoform glutaminase activity. O94925. GLS enzymatic activity, qHTS titration. Potency, µM (top dose mostly 45.5 µM), inactives show top-dose activity change, negative = inhibition, hits mostly inhibitors. 410,000 tested, 0.21% active. AID 624170; further: potency means the concentration at half of the fitted maximal effect; on the % scale 0 is the no-effect control and ±100 the full control effect
#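 hKGA in 45 mM KH2PO4 (pH 8.2), 0.02% Tween-20 with compound, then 1mM L-Glutamine (stock as added) plus glutamate oxidase/HRP/Amplex red coupling mix. Fluorescence read initially and after 30 min at RT; signal change reflects glutamate formation.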
# G9a block: inhibitors of human histone lysine methyltransferase G9a | G9a H3K9 monomethylation, AlphaScreen, 2 h | Potency, µM (titrated, usually from 102 µM), for inactives: at the highest dose activity, negative = inhibition, usual class: inhibitors | 350,000 tested, 8.8% active; further: potency means the concentration at half of the fitted maximal effect; on the % scale 0 is the no-effect control and ±100 the full control effect; nearly all actives have a fitted effect of over 75% in size
#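 Step 1: enzyme (final 20 nM) with compound, 15 min RT. Step 2: substrate peptide 500 nM and SAM 20 uM, 2 h RT. Step 3: anti-H3K9me1 antibody and AlphaScreen beads, 10 min, then plate read.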
# HP1b chromo inh: HP1-beta chromodomain-methylated histone interaction inhibition; P83916; AlphaScreen HP1-beta / biotin-H3K9me3 peptide binding; Potency, µM (series often up to 114 µM), inactives show at the top dose activity change, negative = inhibition, usual class: inhibitors; 390,000 tested, 0.56% active; further: potency means the concentration at half of the fitted maximal effect; nearly all actives have a fitted effect of over 70% in size; inactives centre near 23
#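 Compound inhibition of the preformed complex between 50 nM HP1-beta and 50 nM biotinylated H3K9me3 peptide was read by AlphaScreen. Buffer was PBS pH 7.4 with 0.01% Tween-20. Incubations ran 30 min at room temperature, with 10 ug/mL donor/acceptor beads.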
# BAZ2B block: BAZ2B (human) inhibition; Q9UIF8; AlphaScreen BAZ2B-H3K14Ac peptide displacement; Potency, µM (doses to about 114 µM), for the others: at the highest dose activity change, negative = inhibition, actives largely listed as inhibitors; 360,000 tested, 4.4% active; further: potency means the concentration at half of the fitted maximal effect; on the % scale 0 is the no-effect control and ±100 the full control effect; nearly all actives have a fitted effect of over 60% in size
#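 Protein-peptide AlphaScreen: BAZ2B 50 nM, b-H3K14Ac 50 nM, 1x PBS pH 7.4 + 0.01% Tween-20. Preincubation 30 min RT; cpd 30 min RT (top 110 uM); beads 20 min RT, light-protected.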
# PI4K2A block: inhibitors of human PI4K2A; Q9BTU6; purified PI4K2A, ADP-Glo luminescence, 1 h; hits give low values; activity change, negative = inhibition, % at 76.9 µM; 420,000 tested, 0.13% active; AID 1346378; in the data active means activity change below about -50%; inconclusive means mostly about -30% to -49%;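 further: -100% = wells without enzyme as full effect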
#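 In this quantitative HTS, ADP production by PI4K2A was quantified luminescently after 1 h at ambient temperature; 100 microM adenosine served as plate-quality control.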
# JMJD2A Tudor: blocks the human JMJD2A Tudor domain; O75164; AlphaScreen JMJD2A-Tudor / H3K4me3 peptide binding; Potency, µM (doses to about 114 µM), for inactives: top-dose activity change, negative = inhibition, hits mostly inhibitors; 390,000 tested, 4.4% active; AID 504339; further: potency means the concentration at half of the fitted maximal effect; on the % scale 0 is the no-effect control and ±100 the full control effect; nearly all actives have a fitted effect of over 50% in size
# Target sequence (O75164 whole entry, looked up, the tested form may be a part): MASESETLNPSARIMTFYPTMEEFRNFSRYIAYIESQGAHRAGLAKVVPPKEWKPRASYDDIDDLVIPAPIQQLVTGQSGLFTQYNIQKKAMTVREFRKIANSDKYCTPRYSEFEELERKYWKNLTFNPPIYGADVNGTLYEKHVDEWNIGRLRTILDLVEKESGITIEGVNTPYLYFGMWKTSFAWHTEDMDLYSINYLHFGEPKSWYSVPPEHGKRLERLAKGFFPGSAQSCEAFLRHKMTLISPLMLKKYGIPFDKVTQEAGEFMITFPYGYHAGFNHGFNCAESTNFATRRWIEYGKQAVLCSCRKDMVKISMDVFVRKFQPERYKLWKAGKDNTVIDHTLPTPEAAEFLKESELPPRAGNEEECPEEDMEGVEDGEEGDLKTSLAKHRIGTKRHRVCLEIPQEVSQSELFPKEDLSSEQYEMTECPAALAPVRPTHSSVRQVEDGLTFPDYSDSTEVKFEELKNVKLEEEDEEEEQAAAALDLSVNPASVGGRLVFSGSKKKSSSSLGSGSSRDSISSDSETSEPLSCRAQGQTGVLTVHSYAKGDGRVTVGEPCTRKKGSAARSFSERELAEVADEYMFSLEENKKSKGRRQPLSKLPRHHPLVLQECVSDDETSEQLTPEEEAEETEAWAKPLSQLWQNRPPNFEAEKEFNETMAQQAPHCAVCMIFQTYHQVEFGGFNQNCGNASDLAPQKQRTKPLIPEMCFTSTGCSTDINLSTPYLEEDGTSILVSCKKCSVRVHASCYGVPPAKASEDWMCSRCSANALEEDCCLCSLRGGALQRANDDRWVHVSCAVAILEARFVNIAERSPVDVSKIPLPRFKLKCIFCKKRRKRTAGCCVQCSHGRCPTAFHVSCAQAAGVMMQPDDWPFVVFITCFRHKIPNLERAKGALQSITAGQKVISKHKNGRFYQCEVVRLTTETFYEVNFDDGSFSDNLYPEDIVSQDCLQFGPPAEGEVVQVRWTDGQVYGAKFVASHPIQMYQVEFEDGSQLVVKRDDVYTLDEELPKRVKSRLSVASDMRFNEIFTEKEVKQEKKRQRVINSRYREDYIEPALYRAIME
# Pin1 inh: human Pin1 inhibition. Q13526. Pin1 FP peptide displacement, HiFluor488, 10 min. Potency, µM (doses to about 115 µM), for the others: at the top dose activity, negative = inhibition, hits mostly inhibitors. 390,000 tested, 0.009% active. AID 504891; active means well fitted inhibition curve with a large enough effect in the polarisation, with a control signal flat, not every such curve was filed as active; inconclusive means small, poorly fitted or top-dose-only effect, or effect the other way, or a change in a side signal; inactive means no such curve, though single readings can be large or run the other way; the % refers to the polarisation; further: potency means the concentration at half of the fitted maximal effect; on the % scale 0 is the no-effect control and ±100 the full control effect
# Tb PGK inh: inhibitors of T. brucei phosphoglycerate kinase | P07378 | PGK/GAPDH coupled, Kinase-Glo luminescence, 60 min | Potency, µM (series often up to 57.5 µM), for inactives: top-dose activity change, negative = inhibition, hits mostly inhibitors | 380,000 tested, 0.043% active | AID 602233; further: potency means the concentration at half of the fitted maximal effect; on the % scale 0 is the no-effect control and ±100 the full control effect; nearly all actives have a fitted effect of over 60% in size
#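 Luminescent ATP detection (Kinase-Glo Plus) follows a 60-minute room-temperature incubation, with wells lacking PGK as controls. Buffer: 100 mM TEA (pH 7.6), 5 mM MgCl2, 0.01% Tween-20. Coupling enzyme GAPDH (100 nM final) supplies unstable 1,3-BPG in-well.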
# ERG Ets-DNA blk: inhibitors of human ERG Ets domain-DNA interaction | P11308 | fluorescence polarization, His-ERG Ets domain / labelled DNA | Potency, µM (titrated, usually from 76.9 µM), inactives show top-dose FP activity, negative = inhibition, hits mostly inhibitors | 370,000 tested, 0.028% active | AID 624246; active means well fitted inhibition curve with a large enough effect in the polarisation, with a control signal flat; inconclusive means small, poorly fitted or top-dose-only effect, or effect the other way, or a change in a side signal; inactive means no such curve, though single readings can be large or run the other way; the % refers to the polarisation;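 further: polarization taken with two DNA probes labelled with fluorescein and Texas red; potency means the concentration at half of the fitted maximal effect; % of control where 0% means no effect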
#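 His-tagged ERG Ets domain (1 uM in the protein solution; 300mM KCl, 50mM Tris-HCl, 1mM EDTA, 1mM DTT, pH 7.5) received compound, then a probe mix of 5 nM fluorescein-DNA and 100nM Texas-615-DNA. Fluorescence polarization was read for both dyes.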
# Numbers without * were called inactive; i = inactive; ? = inconclusive; / = no result given; [ ] = another dose, or the depositor's remark. Unless noted, the call rests on the fitted dose curve; in most records, active means well fitted curve in the direction sought with a large enough effect; inconclusive means small, poorly fitted or top-dose-only effect, or another doubt; inactive means no such curve, though single readings can be large; an effect the other way counts as inactive or inconclusive.
mol	BAZ2B block	GLS inh	PI4K2A block	Tb PGK inh	G9a block	ERG Ets-DNA blk	Pin1 inh	HP1b chromo inh	JMJD2A Tudor
CC1(O)CC(c2ccc(Cl)cc2)=NN1C(=O)c1ccc([N+](=O)[O-])cc1 (stereo unspecified)	14.1µM*	-0.6%	4.0	-2.1%	?	8.1%	0.0%	?	-24.1%[11.4 µM]
CCc1ccccc1NC(=O)c1cnc2sc(N3CCOCC3)nn2c1=O	36.0%[activator]	-3.7%	-1.0	-2.2%	20.5%[59 µM]	2.5%	0.2%	38.3%[activator]	-16.9%
CC(=O)N1CCN(CCN=CC2=C(O)CC(c3ccco3)CC2=O)CC1 (stereo unspecified)	-11.8%	14.5%	0.0	-1.4%	-3.7%[59 µM]	-8.8%	2.0%	20.7%	-6.8%
Cc1ccc(-n2nc(C(=O)NCCN(C)C)c(=O)n(C)c2=O)cc1	-11.3%	-14.1%	2.5	i	6.3%[59 µM]	0.3%	-8.6%	12.4%[57 µM]	-15.0%
O=C(O)c1cccc(NS(=O)(=O)c2cccc(C(=O)Nc3ccccc3[N+](=O)[O-])c2)c1	2.6%	-1.1%	3.2	-9.8%	0.1%	14.2%	-1.9%	21.1%	-9.3%
CCOc1ccc(S(=O)(=O)N(C)c2ccc(OCC(=O)Nc3nc(-c4cc(OC)ccc4OC)cs3)cc2)cc1	5.0%	3.8%	-3.2	-0.7%	50.1µM*	10.7%	68.6%[activator]	6.0%	-13.7%
CNS(=O)(=O)c1cccc2cccnc12	-4.4%	4.4%	0.8	-6.9%	-7.9%	-5.9%	-11.7%	-3.2%	-10.2%
CC(=O)NC(=S)Nc1ccc(NC(=O)c2cccnc2)cc1	-20.3%	2.2%	0.9	4.7%	-0.8%	4.5%	4.2%	30.7%	7.2%

# Next section:
mol	BAZ2B block	GLS inh	PI4K2A block	Tb PGK inh	G9a block	ERG Ets-DNA blk	Pin1 inh	HP1b chromo inh	JMJD2A Tudor
COc1ccccc1N(Cc1ccccc1)S(=O)(=O)c1cccc(C(=O)Nc2ccc(C)cn2)c1	0.2%	-9.7%	-5.2	-5.4%	1.8%	13.5%	?	9.9%	-13.0%
Cn1ccc(C(=O)Nc2cccnc2Cl)n1	-12.5%	5.5%	-1.9	i	2.3%	1.6%	-5.1%	27.1%	-9.7%
Cc1c(C(=O)N(Cc2nnc(-c3ccccc3Cl)o2)C2CC2)oc2ccccc12	4.3%	-6.0%	0.6	-11.6%	30.1%[12.7 µM]	-9.4%	7.7%	67.5%[activator]	-3.5%
COc1cccc(/C=N/NC(=S)Nc2cccc(S(=O)(=O)N(C)C)c2)c1	?	-9.1%	2.3	-5.7%	8.91µM*	?	?	?	?
CCOC(=O)CC1C(=O)NCCN1C(=O)Nc1ccc(Cl)cc1 (stereo unspecified)	2.1%	-7.0%	1.7	-9.7%	-0.8%[59 µM]	-6.9%	2.2%	39.2%[activator]	9.6%
CCOc1ccc(OCCOc2ncnc3ccccc23)cc1	0.0%[57.1 µM]	-1.1%	2.6	-4.7%	-0.6%[59 µM]	-4.8%	-2.5%	26.8%	5.0%
Cc1ccc(S(=O)(=O)Nc2cccc3c2O[C@H](CN(C)Cc2ccccc2)[C@@H](C)CN([C@H](C)CO)C3=O)cc1	/	-1.6%	-2.1	-1.0%	/	2.7%	-5.3%	42.4%[activator]	-23.4%
COc1ccc2c3c(cccc13)C(=O)CC2	16.1%	-6.6%	-4.1	i	18.6%[0.501 µM]	28.2µM*	/	44.9%[activator]	15.6%

# The list continues.
mol	BAZ2B block	GLS inh	PI4K2A block	Tb PGK inh	G9a block	ERG Ets-DNA blk	Pin1 inh	HP1b chromo inh	JMJD2A Tudor
CCOc1nc2c(c(=O)n(C)c(=O)n2C)n1Cc1ccccc1Cl	-1.3%	-0.8%	4.9	/	23.5%[59 µM]	-1.2%	4.5%	5.3%	-17.8%
CCCC(=O)Nc1ccc(N2CCN(C(=O)CCC)CC2)cc1	-5.0%	31.7%[activator]	1.4	-10.3%	50.1µM*	4.1%	-4.6%	11.2%	-19.9%
CCOC(=O)c1cn2nc(Oc3ccc(C)cc3)ccc2n1	-35.8%	12.0%	-22.0	5.8%	-6.5%	2.3%	17.1%	29.0%	3.9%
CC1CCN(S(=O)(=O)c2ccc3c(c2)N(CC(=O)NC(C)(C)C)C(=O)CS3)CC1	-16.4%	3.1%	1.4	-0.6%	-16.6%[59 µM]	-1.4%	0.6%	20.0%	-7.3%
O=C(CSc1nnc(NC(=O)c2ccco2)s1)Nc1ccc(F)cc1F	-0.9%	9.9%	-1.5	-10.0%	4.4%	3.5%	-1.5%	18.6%	-16.8%
COc1ccc(NC(C)C(=O)N/N=C/c2c(O)ccc3ccccc23)cc1 (stereo unspecified)	-0.1%	?	0.0	5.2%	44.7µM*	-2.0%	10.1%	50.2%[activator]	-13.4%
Cc1ccc2c(c1)N(C(=O)CCC(=O)NC1CCCCCC1)CC(C)O2 (stereo unspecified)	-27.0%	-3.7%	-4.1	-5.4%	11.0%	-2.4%	-0.8%	33.6%	-6.9%
CC(=O)c1cccc(NC(=O)COc2cc3oc(=O)c(CC(C)O)c(C)c3cc2Cl)c1 (stereo unspecified)	-13.6%	10.7%	-15.6	-7.1%	-4.6%[59 µM]	2.8%	18.5%	3.2%	-10.4%

# The final 4 compounds of the section above lead into the next.
mol	BAZ2B block	GLS inh	PI4K2A block	Tb PGK inh	G9a block	ERG Ets-DNA blk	Pin1 inh	HP1b chromo inh	JMJD2A Tudor
O=C(CSc1nnc(NC(=O)c2ccco2)s1)Nc1ccc(F)cc1F	-0.9%	9.9%	-1.5	-10.0%	4.4%	3.5%	-1.5%	18.6%	-16.8%
COc1ccc(NC(C)C(=O)N/N=C/c2c(O)ccc3ccccc23)cc1 (stereo unspecified)	-0.1%	?	0.0	5.2%	44.7µM*	-2.0%	10.1%	50.2%[activator]	-13.4%
Cc1ccc2c(c1)N(C(=O)CCC(=O)NC1CCCCCC1)CC(C)O2 (stereo unspecified)	-27.0%	-3.7%	-4.1	-5.4%	11.0%	-2.4%	-0.8%	33.6%	-6.9%
CC(=O)c1cccc(NC(=O)COc2cc3oc(=O)c(CC(C)O)c(C)c3cc2Cl)c1 (stereo unspecified)	-13.6%	10.7%	-15.6	-7.1%	-4.6%[59 µM]	2.8%	18.5%	3.2%	-10.4%
Cc1c(C(=O)N(C)C)c2ccc(Cl)cc2n1O	4.1%	26.1%	2.1	2.0%	3.16µM*	4.8%	1.4%	12.8%	-9.4%
O=C(Cc1ccc(Cl)cc1)N/N=C1\CCCc2ccccc21	-7.6%	3.8%	-2.6	/	5.2%[2.33 µM]	/	-10.4%	31.5%	-11.0%
O=C(NCc1ccc(F)cc1)C1CCCN(S(=O)(=O)c2cccnc2)C1 (stereo unspecified)	-6.1%	-1.6%	9.1	10.0%	6.5%[12.7 µM]	-8.1%	4.7%	7.7%	5.7%
COc1cc(OC)cc(C(=O)N2CCN(C3CCN(Cc4ccccc4)CC3)CC2)c1	14.1µM*	0.7%	-1.5	-2.6%	2.51µM*	-1.9%	2.8%	?	1.12µM*
CC1CC(C)CN(C(=O)C(C)N2CCN(S(=O)(=O)c3ccc(Br)s3)CC2)C1 (stereo unspecified)	/	-0.9%	4.4	-6.3%	/	-5.2%	-7.7%	10.6%	-18.5%
Cc1ccc(OCc2cc(C(=O)N3CCCCCCC3)no2)cc1C	15.3%	-7.0%	1.2	2.9%	70.0%[activator]	-6.2%	-6.2%	74.3%[activator]	58.1%[activator]
O=C(CCc1ccccc1)Nc1sc2c(c1C(=O)O)CCCC2	/	3.7%	8.2	-7.0%	/	33.8%[activator]	8.0%	21.3%	-19.5%
O=C(Nc1ccc(F)c(Cl)c1)C1CCCCC1	7.0%	2.8%	-5.4	-6.6%	16.9%[12.7 µM]	-10.4%	-1.4%	83.1%[activator]	11.4%

# More results follow.
mol	BAZ2B block	GLS inh	PI4K2A block	Tb PGK inh	G9a block	ERG Ets-DNA blk	Pin1 inh	HP1b chromo inh	JMJD2A Tudor
CC(C)NC(=O)Cn1c(SCC(=O)NC2CCCC2)nc2ccccc21	-0.1%	-6.0%	1.2	-8.8%	-9.3%	-1.2%	-7.3%	9.5%	-12.3%
COc1cccc(NC(=O)N2CCCC2)c1	-29.8%	3.0%	-4.7	-3.9%	-7.9%	-4.7%	8.5%	32.3%	9.6%
CCN(CC)Cc1c(O)c(Cl)cc2c3c(c(=O)oc12)CCCC3	-30.9%	?	-10.5	-8.6%	34.6%[0.501 µM]	-5.0%	2.2%	47.9%[activator]	-0.8%
Cn1cccc1/C=N/NC(=O)Cc1ccccc1	?	11.7%	-3.2	6.4%	/	4.3%	8.7%	-22.7%	-23.6%
NC(=O)C1(N2CCCCC2)CCN(C2CC(=O)N(Cc3cccs3)C2=O)CC1 (stereo unspecified)	-0.6%	-0.4%	2.9	4.1%	?	5.5%	?	37.9%	-6.3%
S=c1[nH]nc(-c2ccccc2)c2ccccc12	-23.5%	-4.2%	-0.1	i	?	0.8%	-1.4%	-6.4%	-16.9%
CCOC(=O)C(CC)n1cnc2c(nnn2-c2ccc(OC)cc2)c1=O (stereo unspecified)	12.4%	7.1%	1.3	3.3%	20.0%[59 µM]	-5.1%	-8.5%	23.1%	-6.6%
CCOc1ccc2nnnn2n1	9.7%	-8.9%	3.9	8.9%	7.3%[2.33 µM]	-5.3%	-5.8%	19.8%	9.1%
CC(=O)c1cc(C)ccc1OC(=O)c1cccc2nc(C)oc12	0.5%	-6.7%	0.2	i	-5.7%[59 µM]	4.2%	2.4%	47.6%	7.3%
